EPAC2 antagonist – blocks human EPAC2 exchange factor | Q8WZA2 | EPAC2 GEF exchange of Rap1B-BODIPY-GDP, fluorescence | Potency, µM (highest dose often 114 µM), inactives show at the highest dose activity, negative = inhibition, usual class: inhibitors | 0.18% of 360,000 active; note: potency is the fitted concentration of half-maximal effect; % is set by controls: 0 for no effect and ±100 for the full control effect; nearly all actives have a fitted effect of over 45% in size; many of its hits are not listed in these tables
EPAC1 agonist – EPAC1 (human) agonism; O95398; 0.073% of 360,000 active; EPAC1 agonist qHTS, biochemical assay; response scale: 100% = response to 6.5 mM cAMP; Potency, µM (titrated, usually from 154 µM), for inactives: at the highest dose activation, hits mostly activators; note: potency is the fitted concentration of half-maximal effect; nearly all actives have a fitted effect of over 60% in size
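Nucleotide exchange by EPAC1 (100 nM) on Rap1B–BODIPY-GDP (250 nM) in the presence of 50 uM GDP is tracked fluorescently at 480/540 nm over 30 min. Signals are normalized to a 6.5 mM cAMP control.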
PI5P4K alpha inh – blocks human PI5P4K alpha kinase activity; 1.2% of 330,000 active; PI5P4Kalpha enzyme, ADP-Glo luminescence, 60 min; active compounds read low; max response, %; P48426; active = max response of -50% or lower; inconclusive = between -30% and -50%; inactive = -30% or higher; note: value at the top dose of about 77 µM; % is set by controls: 0 for no effect and ±100 for the full control effect
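Reactions run in 0.038 M HEPES pH 7.4, 0.28 mM EGTA, 0.1% CHAPS and 5% DMSO, with PI5P4Kalpha, substrate, compound and 5 microM ATP final, one hour at room temperature. Readout is ADP-Glo luminescence.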
EPAC1 antagonist – EPAC1 (human) antagonism; O95398; EPAC1 GEF assay, Rap1b-BODIPY-GDP exchange fluorescence; Potency, µM (titrated, usually from 115 µM), without a hit: top-dose activity change, negative = inhibition, hits mostly inhibitors; 0.14% of 360,000 active; AID 720709;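 note: potency is the fitted concentration of half-maximal effect; plate controls were vehicle for no effect and positive control for full effect; nearly all actives have a fitted effect of over 50% in size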
PLK1 PBD block – inhibitors of human PLK1 polo-box domain binding; AID 720504; Potency, µM, for inactives: max response, negative = inhibition, hits mostly inhibitors; Plk1 PBD binding of FITC phosphopeptide, fluorescence polarization; P53350; 2.8% of 360,000 active; note: potency is the fitted concentration of half-maximal effect; series mostly up to about 57 µM; % is set by controls: 0 for no effect and ±100 for the full control effect; nearly all actives have a fitted effect of over 65% in size
WRN helicase inh – WRN helicase (human) inhibition; WRN helicase unwinding, fluorescent forked duplex, kinetic; Potency, µM (doses to about 114 µM), for the others: at the top dose activity change, negative = inhibition, most hits filed as inhibitors; 0.46% of 360,000 active; AID 651768; note: potency is the fitted concentration of half-maximal effect; % is set by controls: 0 for no effect and ±100 for the full control effect; nearly all actives have a fitted effect of over 55% in size
Target sequence (Q14191 whole entry, looked up): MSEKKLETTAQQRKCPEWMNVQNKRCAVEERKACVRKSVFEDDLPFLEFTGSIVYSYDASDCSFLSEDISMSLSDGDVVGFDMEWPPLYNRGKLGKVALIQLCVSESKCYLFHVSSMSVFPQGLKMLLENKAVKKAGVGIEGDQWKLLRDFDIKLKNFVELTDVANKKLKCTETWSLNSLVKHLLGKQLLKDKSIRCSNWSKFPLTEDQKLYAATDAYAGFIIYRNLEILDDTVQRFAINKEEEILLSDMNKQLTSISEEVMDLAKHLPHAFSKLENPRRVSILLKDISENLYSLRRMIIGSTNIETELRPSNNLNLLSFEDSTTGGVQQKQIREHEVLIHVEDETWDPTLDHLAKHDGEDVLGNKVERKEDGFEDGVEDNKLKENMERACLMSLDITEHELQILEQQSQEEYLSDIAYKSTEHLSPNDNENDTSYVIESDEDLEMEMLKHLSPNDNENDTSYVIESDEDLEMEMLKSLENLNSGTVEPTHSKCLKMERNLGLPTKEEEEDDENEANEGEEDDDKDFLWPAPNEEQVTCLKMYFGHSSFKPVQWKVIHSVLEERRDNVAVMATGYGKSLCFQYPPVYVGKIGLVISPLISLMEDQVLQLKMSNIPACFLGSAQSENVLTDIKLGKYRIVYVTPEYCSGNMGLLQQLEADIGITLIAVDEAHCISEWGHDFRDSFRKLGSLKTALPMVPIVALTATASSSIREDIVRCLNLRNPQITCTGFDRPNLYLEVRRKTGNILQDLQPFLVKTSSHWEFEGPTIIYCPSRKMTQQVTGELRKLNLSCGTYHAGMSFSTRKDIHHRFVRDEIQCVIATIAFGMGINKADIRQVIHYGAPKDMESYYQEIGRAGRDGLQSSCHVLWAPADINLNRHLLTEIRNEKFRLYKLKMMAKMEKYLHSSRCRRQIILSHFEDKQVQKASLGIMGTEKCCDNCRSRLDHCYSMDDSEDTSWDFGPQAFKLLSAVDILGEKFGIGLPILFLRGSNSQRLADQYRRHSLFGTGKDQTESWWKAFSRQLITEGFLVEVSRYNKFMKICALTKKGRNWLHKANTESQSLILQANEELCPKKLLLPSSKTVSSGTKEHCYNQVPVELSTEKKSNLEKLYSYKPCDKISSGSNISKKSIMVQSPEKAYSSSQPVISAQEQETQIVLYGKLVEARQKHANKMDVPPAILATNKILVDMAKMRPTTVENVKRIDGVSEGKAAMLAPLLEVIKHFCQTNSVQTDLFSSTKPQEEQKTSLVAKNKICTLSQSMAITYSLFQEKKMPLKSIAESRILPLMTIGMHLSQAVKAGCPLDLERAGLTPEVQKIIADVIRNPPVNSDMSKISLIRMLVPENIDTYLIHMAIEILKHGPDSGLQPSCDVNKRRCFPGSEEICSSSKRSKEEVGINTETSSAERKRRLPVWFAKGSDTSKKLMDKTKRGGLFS
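Kinetic fluorescence helicase assay: unwinding of a quenched forked DNA duplex (100 nM final) with 2 mM ATP final raises red fluorescence (525/598 nm). Compounds sat 15 min at room temperature with 20 nM WRN beforehand.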
Mm-Cpn inhibitor – inhibitors of Methanococcus maripaludis chaperonin (MmCpn). purified Mm-Cpn ATPase, ADP Transcreener TR-FRET. Potency, µM (highest dose often 76.9 µM), for the others: at the top dose activity, negative = inhibition, most hits filed as inhibitors. 0.031% of 330,000 active; note: potency is the fitted concentration of half-maximal effect; % is set by controls: 0 for no effect and ±100 for the full control effect; nearly all actives have a fitted effect of over 80% in size
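Quantitative HTS used 25 nM Mm-CPN and 10 uM ATP in magnesium/KCl Tris buffer, pH 7.4, with 1 mM DTT. Hydrolysis ran 30 min at 37°C; ADP was read by HTRF.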
CCT chaperon mod – changes cytosolic chaperonin activity; purified chaperonin ATPase assay, HTRF ADP detection, 30 min; activity change, % (test concentration not listed), hits read low; 0.3% of 360,000 active; in the data active = activity change below about -30%; note: % is set by controls: 0 for no effect and ±100 for the full control effect
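Enzyme 40 or 20 nM (batch-dependent) in Tris pH 7.4/KCl/MgCl2/DTT; cpd 76 uM single point; ATP 10 uM; 30 min 37 °C; Transcreener ADP HTRF detection, 30 min RT; ratio 665/615.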
Starred values were filed as active, the others as inactive; ? = inconclusive; . = no result given; & = joins results of further samples; [ ] = remark or other dose. Unless noted, calls come from the whole dose curve; as a rule, active = well fitted curve in the direction sought with a large enough effect; inconclusive = small, poorly fitted or top-dose-only effect, or another doubt; inactive = no such curve, though single readings can be large; an effect the other way counts as inactive or inconclusive. A portion of the library; count on the stated rates, not on these rows.

no.	canonical_smiles	Mm-Cpn inhibitor	PLK1 PBD block	CCT chaperon mod	EPAC1 agonist	EPAC1 antagonist	WRN helicase inh	PI5P4K alpha inh	EPAC2 antagonist
1	COc1cc(-c2noc(C)c2C#CC2(O)CCCCC2)cc(OC)c1OC	-1%	-3%	1.8	-3%	-25%	-5%	3	-12%
2	Cn1c(SCC(=O)Nc2ccc3c(c2)n(C)c(=O)n3C)nnc1-c1ccncc1	-4%	-5%	2.5	-9%	4%	-1%	2	11%
3	CCCCCCN1C2=NCCN2c2ccccc21	1%	-1%	-0.1	-3%	8%	17%	-2	-1%[57.1 µM]
4	COC(=O)C(N)Cc1ccc(O)c(O)c1 (stereo not given)	-2%	-4%	-1.5	4%	3%	-9%	2	-8%
5	CCOC(=O)N1CCN(C(=O)C[C@@H]2C[C@@]3(C(=O)OCC)CCC=C3N(CCC3=CCCCC3)C2=O)CC1	.	-1%	-3.6	-21%	-18%	6%	-1	12%
6	O=c1sc2ccccc2c(=O)n1Cc1ccccc1F	0%	-4%	-0.8	5%	-5%	-10%	6	-25%
7	Cc1cccc2[nH]c3c(N4CCN(C(=O)c5ccco5)CC4)ncnc3c12	-1%	-1%	0.2	0%	0%	-31%	1	-3%
8	COc1cccc(NC(=O)c2cc(OC)c(OC)c(OC)c2Br)c1	1%	-9%	-0.6	11%	8%	-17%[57.1 µM]	-2	-11%
9	Cc1ccc2c(c1)C(C)CC(C)(C)N2C(=O)CN1CCN(C)CC1 (stereo not given)	-11%	4%	-0.4	13%	-7%	3%	1	7%
10	Cc1cc(NC(=O)CSCC(=O)N(C)Cc2ccc(Cl)cc2Cl)no1	1%	-1%	1.6	-5%	10%	-2%	7	12%
11	COc1cccc(CNc2nc(-c3cccnc3)nc3ccccc23)c1	-1%	1%	1.5	9%	-11%	-10%	2	-6%
12	CN(Cc1ccccc1)S(=O)(=O)c1ccccc1[N+](=O)[O-]	0%	-7%	2.2	-3%	4%	2%	-5	-28%
13	CN1CC2=Cc3ccccc3OC23Oc2ccccc2C=C3C1	-1%	-17%	-6.7	8%	-16%	-18%	1	2%
14	CCC(C)NC(=O)CC1Oc2ccc(Cl)cc2NC1=O (stereo not given)	-3%	?	-3.0	-3%	-21%	-18%	-11	-4%
15	COc1cc(CN2CCN(C(=O)CC(C)C)CC2)cc(OC)c1OC	0%	-3%	-1.5	18%	-12%	-3%	2	5%
16	COCCCNCCOCCOc1ccc(C)cc1Br	2%	-14%	-2.2	-9%	-8%	-2%	7	6%
17	O=C(Cc1cc(=O)[nH][nH]1)N/N=C/c1c(Cl)cccc1Cl	-8%&1%	17µM*	-1.9&-2.4	9%&-6%	-7%&0%	?	-2&-22	3%&-3%
18	Cc1cc(C)nc(SCCS(=O)Cc2ccc(Cl)cc2)n1 (stereo not given)	3%	?	-4.3	9%	0%	-9%	2	-4%
19	CC(C)[C@H](N)c1cn([C@@H](CO)C(=O)N2CCNCC2)nn1	0%	-4%	1.2	-27%	0%	-5%	-17	9%
20	COc1ccc(CCNC(=O)C2CCN(S(=O)(=O)c3cnc[nH]3)CC2)cc1OC	-2%	0%	2.2	-4%	18%	5%	4	17%

Ordered by the number under PI5P4K alpha inh (descending): some entries from above.
#	Molecule	PI5P4K alpha inh
1	COc1cc(-c2noc(C)c2C#CC2(O)CCCCC2)cc(OC)c1OC	3
9	Cc1ccc2c(c1)C(C)CC(C)(C)N2C(=O)CN1CCN(C)CC1 (stereo not given)	1
3	CCCCCCN1C2=NCCN2c2ccccc21	-2

Molecules shown so far that have an aryl thioether with sulfur outside any ring, in the order listed:
no.	canonical_smiles	Mm-Cpn inhibitor	PLK1 PBD block	CCT chaperon mod	EPAC1 agonist	EPAC1 antagonist	WRN helicase inh	PI5P4K alpha inh	EPAC2 antagonist
2	Cn1c(SCC(=O)Nc2ccc3c(c2)n(C)c(=O)n3C)nnc1-c1ccncc1	-4%	-5%	2.5	-9%	4%	-1%	2	11%
18	Cc1cc(C)nc(SCCS(=O)Cc2ccc(Cl)cc2)n1 (stereo not given)	3%	?	-4.3	9%	0%	-9%	2	-4%

Further compounds:
no.	canonical_smiles	Mm-Cpn inhibitor	PLK1 PBD block	CCT chaperon mod	EPAC1 agonist	EPAC1 antagonist	WRN helicase inh	PI5P4K alpha inh	EPAC2 antagonist
21	CN(C)c1ccc(-c2ccnc3c2CC(C)(C(=O)Nc2ccc4c(c2)OCO4)O3)cc1 (stereo not given)	.	-4%	-1.4	7%	25%	-10%	7	0%
22	COc1ccc(N2CCCn3c2nc2c3c(=O)n(CCN3CCOCC3)c(=O)n2C)cc1	-1%	-5%	0.3	6%	7%	7%	3	11%
23	CC(C(=O)NCC1CCCO1)N(C(=O)c1snc(C(N)=O)c1N)c1ccccc1 (stereo not given)	2%	1%	-0.6	11%	-5%	-12%	.	0%
24	O=C(Cc1ccccc1)Nc1ccc(NC(=O)c2ccco2)cc1Cl	-3%	2%	1.7	-2%	-13%	-2%	-4	-13%
25	CCOC(=O)C1C(=O)CC(C)(O)C(C(=O)OCC)C1c1ccco1 (stereo not given)	0%	3.4µM*	-3.3	4%	0%	-1%	-30	-3%
26	Nc1ccc(C(=O)N/N=C2\CCCc3c2[nH]c2ccccc32)cc1	1%	1%	-2.4	15%	-6%	-6%	.	-5%
27	O=C(Nc1cccc(Cl)c1N1CCCCC1)c1ccc2c(c1)OCCO2	-1%	-1%	-3.2	1%	8%	-2%	2	-3%
28	O=C(CN1CCN(Cc2ccc(F)cc2)CC1)Nc1ccccc1F	1%	5%	-0.2	-5%	5%	3%	0	4%
29	O=C(Cc1c(F)cccc1Cl)N1CCCC1	1%	-1%	-1.0	-9%	1%	-5%	.	-1%
30	Cc1ccc(NC(=O)N2Cc3ccccc3CC2C(=O)NC(C)(C)C)cc1 (stereo not given)	1%	-4%	-4.0	-5%	8%	3%	7	5%
31	CNC(=O)c1sc(-c2ccc(Cl)cc2)nc1C	.	3%	-1.0	0%	-3%	-1%	-3	2%
32	COc1ccc(Nc2ccncc2[N+](=O)[O-])cc1	-3%	-10%	-2.2	7%	-7%	7%	2	-4%
33	CCOc1ccc(N(C(C)C(=O)N2CCCCCC2)S(C)(=O)=O)cc1 (stereo not given)	1%	-13%	0.7	-6%	0%	10%	5	0%
34	Cc1cc(C(=O)N2CCN(c3ncccc3C#N)CC2)no1	-1%	-4%	-3.0	4%	-1%	3%	-8	10%
35	Cc1ccc2nc(SCc3nc4cc(Cl)ccc4c(=O)[nH]3)[nH]c2c1	-2%	-19%	-6.0	2%	-4%	-27%	?	-2%
36	COC(=O)c1ccc2c(c1)C(=O)/C(=C/c1ccc(O)cc1)O2	1%	3%	-0.8	8%	-5%	?	-9	6%
37	O=C(Nc1ccc(F)cc1)C1CC(=O)n2cnnc2N1 (stereo not given)	-6%	5%	0.4	-6%	-11%	1%[57.1 µM]	-10	3%
38	N#Cc1cccc(NC(=O)CC2CCCCC2)c1	4%	0%	1.3	-8%	5%	-6%	.	0%
39	Cc1ccc(CN2C(=O)CCC2C(=O)NCc2ccco2)cc1 (stereo not given)	-1%	-3%	-2.1	3%	-1%	2%	-6	2%
40	CNc1nc(-c2ccccc2)nnc1C(F)(F)F	0%	-7%	1.5	9%	-3%	-5%	0	8%

Compound profiles (already shown). Order of values: Mm-Cpn inhibitor, PLK1 PBD block, CCT chaperon mod, EPAC1 agonist, EPAC1 antagonist, WRN helicase inh, PI5P4K alpha inh, EPAC2 antagonist
Profile of CCOC(=O)C1C(=O)CC(C)(O)C(C(=O)OCC)C1c1ccco1 (stereo not given) : 0%, 3.4µM*, -3.3, 4%, 0%, -1%, -30, -3%
Profile of Cc1ccc(NC(=O)N2Cc3ccccc3CC2C(=O)NC(C)(C)C)cc1 (stereo not given) : 1%, -4%, -4.0, -5%, 8%, 3%, 7, 5%

Further compounds follow.
no.	canonical_smiles	Mm-Cpn inhibitor	PLK1 PBD block	CCT chaperon mod	EPAC1 agonist	EPAC1 antagonist	WRN helicase inh	PI5P4K alpha inh	EPAC2 antagonist
41	O=C(NCCc1ccccc1)c1cc(-c2ccc3c(c2)OCO3)on1	-3%	-6%	2.9	4%	12%	-1%	.	10%
42	Fc1ccccc1/C=N/n1c(C2CCCCC2)n[nH]c1=S	1%	?	1.8	3%	13%	-1%	-3	-15%
43	CCn1cc(C(=O)OCC(=O)c2cc(C)n(-c3ccccc3F)c2C)c(=O)c2ccc(C)nc21	0%	27µM*	0.8	2%	-27%	-13%	-19	0%
44	COc1ccc(-c2nc(-n3c(C)c(C(C)=O)c(C(C)=O)c3C)sc2C)cc1OC	2%	-4%	-2.4	12%	-3%	-8%	.	1%
45	Cc1cc(=O)oc2cc(O)cc(O)c12	.	-21%	-1.0	-30%[inhibitor]	-15%	-32%	-9	1%
46	CC(C)CNC(=O)CO/N=C/c1ccccc1Cl	-3%	-20%	3.2	-4%	7%	-9%	2	11%
47	c1ccc(CCSc2ncnc3nc[nH]c23)cc1	?	-8%	0.9	-6%	-5%	-1%	-3	0%
48	C[C@]12C(=O)N(c3ccc(F)cc3)C(=O)N1[C@@H]1c3ccccc3OC[C@@H]1[C@H]2c1ccccc1	-2%	-8%	0.3	14%	-3%	-10%	0	-8%
49	Cc1sc2nc(CN3CCCC3)nc(Cl)c2c1C	-11%	?	-1.2	5%	0%	8%	-6	-7%
50	C/C(=C\c1ccco1)CN1CCN(Cc2ccc(C)o2)C(CCO)C1 (stereo not given)	4%	-17%	-6.7	2%	?	-4%	-8	-6%
51	Cc1cccc(N(C)S(=O)(=O)c2ccc3[nH]c(=O)c(=O)[nH]c3c2)c1	-3%	-8%	-1.4	1%	9%	?	.	28%
52	COc1ccc(-c2cccc(C3CC=CC4C3C(=O)N(Cc3ccccc3)C4c3ccc(OC)c(Cl)c3)c2)cc1 (stereo not given)	0%	?	-0.1	-6%	9%	3%	4	1%
53	O=C(OCC(=O)N1CCOCC1)c1ccc(Cl)nc1	2%	2%	-2.0	5%	8%	-5%	.	4%
54	COc1ccc(C(=O)C(=NNc2ccccc2)c2ccc(OC)cc2)cc1	.	-1%	-1.5	10%	-7%	-9%	5	?
55	CC(C)CC(=O)Nc1ccc(-c2cn3cccnc3n2)cc1	-8%	2%	-2.2	-6%	-6%	-4%	-14	10%
56	CCCCCC(=O)Nc1cc(S(=O)(=O)N2CCOCC2)ccc1N1CCCC1	0%	2%	-4.3	-5%	-3%	-21%	-4	-3%
